Assay outcomes (PubChem BioAssay)
PLC-beta3 inh: human PLC-beta3 inhibitors, primary screen, biochemical, fluorescence | 1-phosphatidylinositol 4,5-bisphosphate phosphodiesterase beta-3 (Homo sapiens), Q01970 | inhibition, % at 12.2 µM | hit rate 0.18% among 370,000 | Purified PLC-beta3, fluorogenic substrate | AID 720704, 2013; in the data active means inhibition above about 11%;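 further: 0% = median of compound wells on plate and 100% = full blocker control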
ADAM17 inh: ADAM17 inhibitors, primary screen, biochemical, QFRET; Disintegrin and metalloproteinase domain-containing protein 17 (Homo sapiens), P78536; recombinant ADAM17, EDANS/DABCYL FRET peptide cleavage; inhibition, % at 6.95 µM; hit rate 0.83% among 370,000; AID 720648, 2013;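 active means inhibition above the mean of compounds lying between control limits plus 3 SD, set per campaign, cut at about 8.5% in these data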;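 further: 0% = DMSO-only wells as the low control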
DAX1 inh-1: DAX1 (NR0B1) inhibitors, primary screen, cell-based, HEK293, Gal4-DAX1, luciferase luminescence. inhibition, % at 6.75 µM. hit rate 0.99% among 340,000. HEK293 Gal4-DAX1 luciferase reporter. Nuclear receptor subfamily 0 group B member 1 (Homo sapiens), P51843. AID 504766, 2011;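 active means inhibition above the mean over all tested compounds plus 3 SD, cut at about 4.2% in these data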;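 further: 0% = DAX1-transfected cells with DMSO and 100% = empty-vector control cells with DMSO; inhibition shows as a rise in luminescence from relieved DAX1 repression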
Target sequence (P51843 207-470 limits assumed): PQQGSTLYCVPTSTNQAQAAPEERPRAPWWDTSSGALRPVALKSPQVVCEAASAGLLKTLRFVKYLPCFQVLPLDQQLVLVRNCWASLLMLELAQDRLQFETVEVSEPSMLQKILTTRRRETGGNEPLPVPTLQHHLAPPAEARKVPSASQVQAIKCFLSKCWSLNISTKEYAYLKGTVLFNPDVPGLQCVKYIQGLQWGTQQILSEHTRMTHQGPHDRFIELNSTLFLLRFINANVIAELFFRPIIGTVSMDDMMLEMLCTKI
hgDAF-12 ag: H. glycines DAF-12 receptor agonists, primary screen, cell-based, luminescence, HEK293, GAL4 fusion, UAS-luciferase; Nuclear hormone receptor DAF-12 (Heterodera glycines), GAL4 fusion; HEK293 GAL4-hgDAF12 UAS-luciferase reporter, agonist luminescence; normalized to butyrate control; activation, % at 6.8 µM; hit rate 1.8% among 370,000; AID 687014, 2013;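 active means activation above a cutoff set at the mean of all screened compounds plus 3 SD, cut at about 10% in these data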;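 further: 0% = DMSO wells and 100% = sodium butyrate wells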
ssDAF12 agonist: S. stercoralis DAF-12 nuclear receptor activators, primary screen, cell-based, luminescence, HEK293, GRIP1 co-expression, lit1-tk-luc. Nuclear hormone receptor DAF-12 (Strongyloides stercoralis). activation, % at 6.8 µM. hit rate 1% among 370,000. HEK293 ssDAF-12/GRIP1 lit1-tk-luc reporter; % of 3 µM dafachronic acid response;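 active means activation above the mean over all tested compounds plus 3 SD, cut at about 0.9% in these data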;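 further: 0% = DMSO-only wells and 100% = 3 µM delta7-dafachronic acid wells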
hcDAF-12 act: H. contortus DAF-12 nuclear receptor activators, primary screen, cell-based, luminescence, HEK293, lit1-tk-luc reporter; activation, % at 6.8 µM; HEK293 hcDAF-12 lit1-tk-luc reporter; 0% DMSO, 100% Δ7-dafachronic acid; AID 652067, 2013; hit rate 1.4% among 370,000;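 active means activation above the mean of all tested compounds plus 3 SD, cut at about 5.5% in these data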;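 further: 100% = response to 3 µM Δ7-dafachronic acid high control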
SMARCA2 activ: SMARCA2 (BRM) function activators, primary screen, cell-based, luminescence, high throughput; MG213 cells, MMTV-luciferase reporter, dexamethasone, overnight; activation, % at 9.1 µM; hit rate 1% among 370,000; AID 652017, 2013; in the data active means activation above about 7.8%;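 further: 0% = vehicle wells and 100% = reference activator wells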
DAX1 inh-2: DAX1 (NR0B1) inhibitors on StAR promoter, primary screen, cell-based, luminescence, SF-1 (NR5A1), full-length DAX-1; HEK293T StAR-luciferase reporter, SF-1/DAX-1 repression relief; inhibition, % at 6.8 µM; hit rate 1.1% among 370,000; AID 652010, 2013;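 active means inhibition above the mean over all tested compounds plus 3 SD, cut at about 3.6% in these data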;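 further: 0% = DAX-1 cells with DMSO and 100% = cells lacking DAX-1 with DMSO; higher inhibition means more luminescence from relief of DAX-1 repression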
NR1D1 modulator: modulators of Rev-erb alpha DNA binding, primary screen, biochemical, FITC-DNA, fluorescence polarization, uHTS. Nuclear receptor subfamily 1 group D member 1 (Homo sapiens), P20393. Rev-erbα–FITC-DNA binding, 90 min. activity, % at 10 µM. hit rate 0.79% among 370,000. AID 1259318, 2017;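 active means activity above about 14%, limit read from the data; passing the limit was not always enough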;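 further: 0% = DMSO wells with 35 nM protein and 100% = DMSO wells with 750 nM protein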
Target sequence (P20393 whole entry, looked up): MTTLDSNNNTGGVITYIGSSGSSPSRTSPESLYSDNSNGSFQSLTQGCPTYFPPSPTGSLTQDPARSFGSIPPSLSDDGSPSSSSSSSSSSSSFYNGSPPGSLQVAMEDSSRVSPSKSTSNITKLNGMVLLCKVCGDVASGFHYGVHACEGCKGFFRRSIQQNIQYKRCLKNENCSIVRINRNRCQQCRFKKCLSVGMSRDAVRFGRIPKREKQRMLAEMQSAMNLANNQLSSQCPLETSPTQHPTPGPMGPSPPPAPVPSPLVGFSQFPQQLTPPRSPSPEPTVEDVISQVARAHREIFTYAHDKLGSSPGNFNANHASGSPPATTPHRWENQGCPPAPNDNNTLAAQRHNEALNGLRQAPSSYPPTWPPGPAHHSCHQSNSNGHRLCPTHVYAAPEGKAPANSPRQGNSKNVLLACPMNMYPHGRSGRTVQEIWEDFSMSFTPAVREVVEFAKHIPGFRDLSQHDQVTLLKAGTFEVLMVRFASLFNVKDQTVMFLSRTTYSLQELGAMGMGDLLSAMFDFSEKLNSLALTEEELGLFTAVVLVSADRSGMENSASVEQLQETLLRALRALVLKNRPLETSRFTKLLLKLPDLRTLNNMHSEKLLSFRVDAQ
PLCg1 inh: PLC-gamma1 enzyme inhibitors, primary screen, biochemical, fluorescence, purified enzyme. 1-phosphatidylinositol 4,5-bisphosphate phosphodiesterase gamma-1 (Homo sapiens), P19174. fluorogenic substrate. inhibition, % at 12.2 µM. hit rate 0.84% among 370,000; in the data active means inhibition above about 9.5%
MBD2 inh: inhibitors of MBD2 binding to methylated DNA, primary screen, biochemical, TR-FRET, DNA-binding domain, human | inhibition, % at 4.4 µM | hit rate 0.31% among 370,000 | MBD2 binding to methylated oligonucleotide | Methyl-CpG-binding domain protein 2 (Homo sapiens), Q9UBB5; in the data active means inhibition above about 13%
Active calls of the source: *; · = no result given.

SMILES	PLC-beta3 inh	ADAM17 inh	DAX1 inh-1	hgDAF-12 ag	ssDAF12 agonist	hcDAF-12 act	SMARCA2 activ	DAX1 inh-2	NR1D1 modulator	PLCg1 inh	MBD2 inh
Cc1ccc(NC(=O)CSc2nc3ccccc3nc2N2CCOCC2)c(C)c1	1	2	1.8	-1.2	-0.6	2.7	1	-0.2	38*	-1	-2
CC1=CC2=NC(=O)CC(C)(C(=O)N(CC(=O)NC(C)(C)C)Cc3cccs3)N2C=C1 (stereo not drawn)	-110	-283	0.0	-2.0	-1.4	3.8	4	-0.5	-4	-94	5
CN(C)C(=O)CCc1ccc2c3c([nH]c2c1)[C@]1(C)[C@@H](C(=O)N2CCCCC2)C[C@H](CC(=O)NCc2ccco2)C(=O)N1CC3	-8	-2	-0.7	0.9	-0.4	0.0	-1	0.4	-3	-1	9
CCC(=O)N1CCc2cc(S(=O)(=O)NC(CC(C)C)C(=O)N3CCc4ccccc43)ccc21 (stereo not drawn)	-1	1	0.6	-0.9	0.1	3.2	-4	-0.7	3	-1	0
Cc1ccc(C(=O)NCc2ccco2)cc1Br	-3	-5	-0.2	-0.9	-1.2	-1.5	0	0.1	3	-3	0
O=C(N/N=C/c1ccc2nccnc2c1)c1ccccc1O	-6	0	·	5.3	-1.0	0.1	4	0.1	6	4	-4
COc1cc(Cl)c(C)cc1NC(=S)NN	-8	0	0.1	0.3	-0.9	1.2	-2	-0.4	4	0	2
FC(F)(F)c1cccc(/C=N/NC(=S)NC2CCCCC2)c1	-3	-5	0.3	-3.1	-1.6	-2.1	0	-1.1	-8	2	2
COc1ccc(S(=O)(=O)N2CCN(C(=O)C3CC3)CC2)cc1Br	-4	-3	0.8	-0.1	-1.2	-0.9	-3	1.0	1	-2	-4
[O-][N+](=C(c1ccccc1)c1ccccc1)c1ccccc1	-3	1	0.9	-0.5	0.9*	2.5	-2	-0.4	0	-4	-13
CCOc1cc(C(c2c(C)[nH][nH]c2=O)c2c(C)[nH][nH]c2=O)ccc1OC(=O)c1cccc([N+](=O)[O-])c1	6	24*	-0.5	-0.6	-1.1	0.5	-4	-2.0	-4	8	-1
Cc1cc(C(=O)CSc2nc3ccccc3n2CCC#N)c(C)n1Cc1cccs1	-4	-1	1.1	-1.8	-2.3	-2.1	-1	-0.7	0	-3	6
COc1ccccc1-c1nnc(SCC(=O)NNC(=O)c2ccccc2F)n1C	-8	-4	0.5	1.3	-0.6	2.9	-1	0.4	-7	-3	8
Cc1ccnc(N2CCCC(C(=O)Nc3nnc(C)s3)C2)n1 (stereo not drawn)	-7	-9	0.8	-1.3	-0.6	-1.4	-1	0.6	-5	-5	0
COCCN(CC(=O)Nc1cccc(C)c1C)C(=O)c1cc(S(=O)(=O)N2CCCC2)ccc1C	-5	-5	0.6	1.3	-1.1	-0.6	0	-0.6	0	2	5
Cc1cc(NC(=O)CSCC(=O)OC(C)C(=O)N(C)Cc2ccccc2)no1 (stereo not drawn)	-3	1	0.8	1.4	-1.6	-0.1	-2	0.4	-1	0	1
COc1ccc(S(=O)(=O)N2CCCC2)cc1C(=O)N1CCOCC1	1	0	1.5	2.6	-0.3	0.4	-4	0.1	9	9	2
CN(C(=O)COc1cc(=O)n(C)c2ccccc12)c1ccc(Cl)cc1	-3	-2	1.8	0.7	-1.0	-2.2	0	-0.1	2	0	-4
Cc1ccc2c(c1)N(CC(=O)NCCCN1CCCCC1C)C(=O)c1cccnc1O2 (stereo not drawn)	-1	-5	0.7	0.6	-0.6	-0.5	2	0.1	2	1	-4
Cc1ccc(-c2nnc(N(C)C(=O)c3ccncc3)s2)cn1	-2	-7	2.1	-0.2	-0.9	-0.3	-5	0.0	2	0	1
O=C(CCCN1C(=O)/C(=C/c2ccco2)SC1=S)Nc1cccc(C(=O)O)c1	-12	-1	2.0	-1.6	-0.8	1.3	0	1.5	4	11*	30*
O=C(CCc1nnc(Cc2ccc3c(c2)OCO3)o1)N(CC1CCC1)CC1CCCO1 (stereo not drawn)	-6	-2	-1.4	-0.8	-1.1	-1.4	1	-0.5	-1	-1	-1
O=C(CN1C(=O)S/C(=C/c2cccs2)C1=O)N1CCOCC1	4	0	3.1	0.5	-0.9	-1.5	2	0.3	-4	3	1
OC(c1ccc(F)cc1)c1nc(-c2ccc(Cl)cc2)cs1 (stereo not drawn)	-3	7	·	-0.7	-1.6	-1.9	0	-1.5	-5	3	6
CCc1nnc(NS(=O)(=O)c2ccc(N/C=C\C(=O)c3ccc(C)cc3)cc2)s1	-20	-3	2.0	4.8	0.0	3.6	5	3.1	-3	-24	4
Additional records
SMILES	PLC-beta3 inh	ADAM17 inh	DAX1 inh-1	hgDAF-12 ag	ssDAF12 agonist	hcDAF-12 act	SMARCA2 activ	DAX1 inh-2	NR1D1 modulator	PLCg1 inh	MBD2 inh
Clc1ccc(-c2nc3n(n2)Cc2ccccc2-3)cc1	3	1	3.1	17*	3.5*	17*	5	5.1*	-14	2	-2
COc1ccc(S(=O)(=O)N(CC(N)=O)C2CCCCC2)cc1Cl	2	-1	-0.1	2.5	-1.3	-0.5	2	-0.3	2	1	-5
CCc1cc2c(=O)oc(-c3ccc(F)cc3)nc2s1	-39	-1	-0.1	0.3	-1.1	-0.2	-1	0.0	2	-35	1
Cc1cc(-c2nnc(SCC(=O)Nc3ccccc3F)n2N)n[nH]1	-7	2	-0.1	-0.2	-1.6	2.3	-1	1.4	1	0	-3
Cn1c(=O)[nH]c(=O)c2c1nc(CN1CCOCC1)n2Cc1ccc(F)cc1	-1	0	1.1	1.5	-1.4	-1.4	-1	-0.2	-3	-1	4
CC(=O)c1c(N2CCCCC2)nc(=S)n(Cc2ccccc2)c1C	4	2	0.4	-0.2	-1.0	-0.5	5	0.1	1	3	0
CN(C)CCNC(=O)Nc1ccc([N+](=O)[O-])cc1	-5	-7	0.0	-2.6	-1.6	-0.5	-4	0.0	·	0	1
O=S(=O)(c1cccc(Cn2nnc(-c3ccccc3)n2)c1)N1CCOCC1	-5	-1	-0.8	-3.9	-1.1	-1.9	-1	-0.8	2	8	1
Cc1ccc(-n2nnnc2SCC(=O)Nc2ccc(N3CCN(C)CC3)cc2)c(C)c1	-4	5	0.3	1.4	-0.5	-2.1	1	-0.4	6	3	1
CN(C(=O)Cn1c(=O)oc2ccccc21)C1CCCCC1	0	0	-0.1	1.4	-1.7	-0.5	0	1.1	-6	0	-2
O=C(Cc1ccc2c(c1)OCCO2)N/N=C/c1ccco1	-5	-2	2.0	1.4	-1.7	0.6	-1	0.0	-2	-1	-3
COc1ccc(C(=O)N(C)CC(O)c2ccccc2)cc1OC1CCN(C(C)=O)CC1 (stereo not drawn)	0	-1	0.9	-0.3	-0.8	-0.6	4	0.5	-5	2	0
OCCC1CN(Cc2cnc(N3CCCC3)s2)CCN1Cc1ccccc1 (stereo not drawn)	-4	-3	0.9	-1.3	-1.3	0.3	-4	-1.0	1	1	-1
Cc1cc(NC(=O)Cc2ccccc2C)no1	-3	-1	0.3	0.8	0.2	-2.2	-2	-0.1	2	1	-2
O=C(NCC(O)c1ccccc1)Nc1cccs1 (stereo not drawn)	-15	-5	0.6	5.8	-0.2	-0.4	2	0.4	9	-6	7
C#CCNC(=O)CSCc1nc(-c2ccc(OCC)cc2)oc1C	1	-6	·	2.8	-1.9	-3.1	·	·	-8	-1	8
COc1cc2c(cc1OC)CN(C(=O)c1cc(S(=O)(=O)N3CCOCC3)ccc1Cl)CC2	1	-4	1.0	-1.9	-0.7	-1.9	7	-0.7	-4	-1	-1
CC1(C(=O)Nc2ccc3c(c2)OCO3)CCN1Cc1csc2ccccc12 (stereo not drawn)	3	3	·	-4.3	-1.7	-2.8	-3	-0.7	-3	2	-2
CN(CC(CC(=O)Nc1nncs1)c1ccccc1)S(=O)(=O)c1ccccc1 (stereo not drawn)	-2	0	1.5	0.6	0.1	2.2	-1	-0.8	0	1	5
O=C(CN(CCc1ccccc1)C(=O)c1csnn1)NCc1ccc(F)cc1	-9	-3	-1.5	-0.3	-1.1	-2.2	-4	-0.1	-2	0	7
CC(C)(C)NC(=O)CN(C(=O)CNC(=O)c1cccs1)c1ccccc1F	-4	-4	-0.4	-0.8	-1.5	0.1	-4	-0.5	0	0	1
CCn1c(SCC(=O)N/N=C/C(C)=C/c2ccco2)nnc1-c1ccccc1	-12	-4	0.9	0.8	-1.1	-0.9	-4	0.6	-6	-12	4
CCOc1ccc(N=CC2=C(O)CC(C)(C)CC2=O)cc1	-1	-1	-1.0	-0.3	-0.4	-1.3	7	-0.2	2	-5	0
O=C(OCCOc1ccccc1F)c1cc(S(=O)(=O)N2CCOCC2)ccc1F	-5	-1	0.0	0.6	-0.7	-0.9	4	-0.6	-1	-1	-5

An excerpt of these results, with values under each structure:
Under each structure – PLC-beta3 inh, ADAM17 inh, DAX1 inh-1, hgDAF-12 ag, ssDAF12 agonist, hcDAF-12 act, SMARCA2 activ, DAX1 inh-2, NR1D1 modulator, PLCg1 inh, MBD2 inh
CC1(C(=O)Nc2ccc3c(c2)OCO3)CCN1Cc1csc2ccccc12 (stereo not drawn)
→ 3, 3, ·, -4.3, -1.7, -2.8, -3, -0.7, -3, 2, -2
CN(CC(CC(=O)Nc1nncs1)c1ccccc1)S(=O)(=O)c1ccccc1 (stereo not drawn)
→ -2, 0, 1.5, 0.6, 0.1, 2.2, -1, -0.8, 0, 1, 5
O=C(CN(CCc1ccccc1)C(=O)c1csnn1)NCc1ccc(F)cc1
→ -9, -3, -1.5, -0.3, -1.1, -2.2, -4, -0.1, -2, 0, 7
CC(C)(C)NC(=O)CN(C(=O)CNC(=O)c1cccs1)c1ccccc1F
→ -4, -4, -0.4, -0.8, -1.5, 0.1, -4, -0.5, 0, 0, 1
CCn1c(SCC(=O)N/N=C/C(C)=C/c2ccco2)nnc1-c1ccccc1
→ -12, -4, 0.9, 0.8, -1.1, -0.9, -4, 0.6, -6, -12, 4
CCOc1ccc(N=CC2=C(O)CC(C)(C)CC2=O)cc1
→ -1, -1, -1.0, -0.3, -0.4, -1.3, 7, -0.2, 2, -5, 0
O=C(OCCOc1ccccc1F)c1cc(S(=O)(=O)N2CCOCC2)ccc1F
→ -5, -1, 0.0, 0.6, -0.7, -0.9, 4, -0.6, -1, -1, -5
